From PubChem
MCL1 BIM primary = MCL1-BIM-BH3 interaction inhibition (human) | GST-MCL1 / FITC-Bim-BH3 fluorescence polarization | AID 2057 | inhibition, % at 10.9 µM | 320,000 compounds, 0.68% hits;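 active = inhibition above the mean inhibition of all tested compounds plus 3 SD, set per campaign, cut at about 40% in these data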;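 note: 0% = DMSO wells and 100% = unlabeled Bim-BH3 peptide control; higher means more loss of mP so more displacement of Bim peptide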
MEX-5 binding = C. elegans MEX-5 TCR-2 RNA binding activity; activity score (negative = inhibition of binding), % at 10 µM; Q9XUB2; MEX-5/FITC-TCR2 RNA binding, fluorescence polarization; hits give low values; 300,000 compounds, 0.38% hits;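 active = inhibition past about -25% in most replicates, and total fluorescence under double the plate's negative control median, limit read from the data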;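 note: 0% = DMSO and -100% = 5 µM competing unlabeled TCR2 RNA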
GRK2 aptamer HTS = human GRK2 inhibition via aptamer displacement; 330,000 compounds, 0.59% hits; bead flow cytometry, FAM-aptamer displacement from GRK2; inhibition of aptamer binding, % at 10 µM; P25098;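 active = inhibition of aptamer binding above 40%, roughly 3 SD of noise, on plates passing a quality check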;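 note: median bead fluorescence of bound FAM aptamer so fluorescent compounds give negative values; no value below 0 was filed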
Target sequence (P25098 whole entry, looked up): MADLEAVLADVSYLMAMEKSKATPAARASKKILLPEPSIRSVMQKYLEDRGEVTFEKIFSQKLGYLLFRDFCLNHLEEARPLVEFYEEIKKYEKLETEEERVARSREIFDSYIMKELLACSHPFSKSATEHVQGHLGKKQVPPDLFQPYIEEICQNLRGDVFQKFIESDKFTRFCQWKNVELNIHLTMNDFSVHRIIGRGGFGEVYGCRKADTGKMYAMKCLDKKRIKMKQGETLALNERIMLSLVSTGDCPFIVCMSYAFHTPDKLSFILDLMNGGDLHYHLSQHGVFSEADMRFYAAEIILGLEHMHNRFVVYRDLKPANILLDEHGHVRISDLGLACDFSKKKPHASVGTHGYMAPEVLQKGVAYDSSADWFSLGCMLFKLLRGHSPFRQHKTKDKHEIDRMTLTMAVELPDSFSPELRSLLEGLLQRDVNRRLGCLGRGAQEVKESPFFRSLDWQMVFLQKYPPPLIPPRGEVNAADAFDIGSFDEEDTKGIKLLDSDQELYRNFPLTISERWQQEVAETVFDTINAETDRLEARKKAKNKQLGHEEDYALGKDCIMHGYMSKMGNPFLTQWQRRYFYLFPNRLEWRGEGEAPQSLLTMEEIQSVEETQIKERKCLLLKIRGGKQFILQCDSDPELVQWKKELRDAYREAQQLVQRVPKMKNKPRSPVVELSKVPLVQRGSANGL
Fam108B counter = Fam108B inhibition, counter-screen for RBBP9 inhibitors | recombinant Fam108B, FP-Rh probe fluorescence polarization | inhibition, % at 9.51 µM | 300,000 compounds, 0.33% hits | AID 1947;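 active = inhibition above the screen mean inhibition plus 3 SD, computed separately per campaign, cut at about 18% in these data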;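 note: inhibitors lower polarization as less probe binds the enzyme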
Bcl-xL primary = Bcl-xL (human) inhibition; Q07817; GST-Bcl-xL / FITC-Bim BH3 peptide fluorescence polarization; inhibition, % at 10.9 µM; 320,000 compounds, 0.7% hits; AID 2129;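 active = inhibition above the mean of all tested compounds plus 3 SD, cutoff set per campaign, cut at about 30% in these data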;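 note: 0% = DMSO wells and 100% = unlabeled Bim-BH3 peptide competitor; inhibitors lower millipolarization by displacing the labeled peptide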
Target sequence (Q07817 whole entry, looked up): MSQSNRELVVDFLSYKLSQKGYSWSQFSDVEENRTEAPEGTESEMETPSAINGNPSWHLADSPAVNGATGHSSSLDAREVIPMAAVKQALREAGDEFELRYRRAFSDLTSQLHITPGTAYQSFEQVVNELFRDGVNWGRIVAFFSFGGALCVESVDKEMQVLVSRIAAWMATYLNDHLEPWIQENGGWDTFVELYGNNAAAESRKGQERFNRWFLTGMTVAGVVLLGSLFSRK
AGP1 TOR yeast = yeast TOR pathway AGP1-GFP modulation; AID 2066; 320,000 compounds, 0.02% hits; S. cerevisiae AGP1-GFP multiplex flow cytometry, 3 h; GFP as percent of DMSO wells; GFP response vs DMSO, % at 10 µM;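 active = GFP response relative to DMSO above a set limit, near screen average plus 3 SD, cut at about 150% in these data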;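 note: median GFP channel fluorescence of the gated AGP1 strain per well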
VLA-4 inh = inhibition in a human VLA-4 binding assay | P13612 | VLA-4 expressing cells, ligand binding flow cytometry | inhibition, % (about 7 µM as worked out from the volumes in the protocol) | 330,000 compounds, 0.2% hits | AID 2557; in the data active = inhibition above about 50%
GLD-1 TGE inh = GLD-1-TGE RNA interaction inhibition (C. elegans); 320,000 compounds, 0.44% hits; inhibition, % at 5.96 µM; AID 2280; purified GLD-1 + fluorescein TGE RNA, fluorescence polarization; Q17339;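 active = percent inhibition above a per-plate cutoff, the plate mean of test compounds plus 3 SD, cut at about 30% in these data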;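 note: 0% = DMSO wells with GLD-1 and probe and 100% = wells lacking GLD-1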
CIT2 TOR yeast = modulators of TOR pathway CIT2-GFP in S. cerevisiae; GFP response vs DMSO, % at 10 µM; AID 2029; 320,000 compounds, 0.065% hits; S. cerevisiae CIT2-GFP strain, flow cytometry, 3 h; 100 means same as DMSO wells;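 active = GFP response relative to DMSO above a set limit, near the screen mean plus 3 SD, cut at about 150% in these data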;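 note: ratio of well median GFP fluorescence to mean of DMSO wells on the plate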
Numbers without * were called inactive; nt = no result given.

SMILES | MCL1 BIM primary | MEX-5 binding | GRK2 aptamer HTS | Fam108B counter | Bcl-xL primary | AGP1 TOR yeast | VLA-4 inh | GLD-1 TGE inh | CIT2 TOR yeast
COc1ccc(CN2CCC(N3CC(C)OC(C)C3)CC2)c(OC)c1OC (stereo unspecified) | 10.9 | -1.5 | 4.0 | 4.3 | 6.5 | 94.7 | -2.1 | 4.4 | 101.8
Cc1cc(C)nc(N=Nc2c(O)n(Cc3ccc(Cl)cc3)c3ccccc23)n1 | 7.9 | -9.6 | 0.0 | -6.4 | 1.9 | 103.2 | -1.7 | 3.2 | 101.3
CCc1ccc(NC(=O)C(=O)NNC(=O)c2cccc(OC)c2)cc1 | 8.8 | -0.8 | 2.0 | 0.5 | 5.2 | 98.8 | 0.2 | -0.5 | 97.1
C/C(=N/Nc1nc(-c2ccccc2F)nc2ccccc12)c1ccccc1O | -20.3 | nt | 5.0 | 7.5 | -9.8 | 92.1 | -27.5 | -11.2 | 94.4
Cc1cc(C(C#N)c2ccccc2)n2ncnc2n1 (stereo unspecified) | 5.4 | -8.0 | 1.0 | 2.0 | 7.0 | 102.4 | 2.9 | -0.5 | 103.1
CCOc1ccc(Nc2c3ccccc3nc3ccccc23)cc1 | 3.1 | 0.8 | 0.0 | 3.7 | 2.4 | 98.1 | -0.5 | 1.8 | 96.0
O=S(=O)(NCCc1ccncc1)c1cc(Br)ccc1F | -8.2 | -3.9 | 0.0 | -2.7 | -4.1 | 98.8 | -3.8 | 7.0 | 99.6
COc1cccc(NC(=O)CN(C)C(=O)CSC(=S)N2CCCC2)c1 | 3.8 | -1.1 | 0.0 | 1.9 | 5.2 | 96.3 | 14.7 | 7.4 | 87.8
CCN(CC)S(=O)(=O)c1ccc(-c2nnc(SCC(=O)N3c4ccccc4CC3C)n2CC)cc1 (stereo unspecified) | 4.8 | -3.7 | 1.0 | 7.7 | 2.7 | 89.6 | 24.1 | 6.9 | 91.2
Cc1ccc(NC2=C/C(=N/S(=O)(=O)c3cccs3)c3ccccc3C2=O)cc1C | 6.5 | -1.7 | 1.0 | 5.3 | 6.4 | 100.1 | -3.5 | 10.3 | 96.6
Cc1ccnc(NC(=O)c2ccc3c(c2)C(=O)N(CC2CCCO2)C3=O)c1 (stereo unspecified) | 2.2 | 1.8 | 4.0 | 6.5 | 1.6 | 105.6 | 1.2 | -2.4 | 107.9
Cc1cc(C)c2cc(CN(CCO)C(=O)Nc3ccc(F)cc3)c(=O)[nH]c2c1 | 3.8 | 0.6 | 3.0 | 5.2 | 4.6 | 100.6 | -0.8 | 15.0 | 105.8
CN1CCN(/N=C/c2nc(-c3ccccc3Cl)n3ccccc23)CC1 | 9.0 | -0.7 | 0.0 | -4.9 | 2.9 | 104.0 | 3.2 | -4.2 | 107.7
COC(=O)c1cc[n+](CC(=O)c2ccccc2)cc1 | -0.2 | -2.3 | 4.0 | 2.7 | 7.6 | 84.2 | -0.2 | 0.2 | 100.0
Cc1ccc(C)c(Sc2ccc(S(=O)(=O)Nc3ccc(C(=O)O)cc3)cc2)c1 | 9.2 | nt | 0.0 | nt | 3.3 | 106.1 | 24.7 | 6.5 | 98.0
O=C(COC(=O)C1(c2cccc(F)c2)CCCC1)NCc1cccs1 | 3.7 | -1.5 | 1.0 | 2.4 | 6.4 | 93.4 | 5.4 | 0.2 | 91.7
COc1ccc(/C=N/NC(=O)Cc2n[nH]c(=O)[nH]c2=O)cc1 | 1.9 | 1.6 | 0.0 | -0.1 | 3.5 | 108.8 | 2.0 | 9.7 | 93.0
CCOC(=O)c1c(NC(=O)CSc2nnc(-c3ccc(OC)cc3)o2)sc2c1CCC2 | -1.3 | -1.1 | 0.0 | -4.0 | -1.8 | 101.3 | 7.6 | 7.3 | 106.2
CC(C)NC(=O)CSc1nnc(-c2ccc(F)cc2)c2ccccc12 | 0.9 | 0.3 | 1.0 | -5.7 | -6.6 | 99.1 | 39.0 | -8.1 | 99.9
C=CCn1c(COc2ccccc2F)nnc1SCC(=O)NC(=O)NCc1ccco1 | -1.9 | -0.9 | 2.0 | 3.2 | -11.2 | 103.7 | -9.1 | -10.5 | 104.7

Single records (already shown).
CCOC(=O)c1c(NC(=O)CSc2nnc(-c3ccc(OC)cc3)o2)sc2c1CCC2 is entered as MCL1 BIM primary = -1.3; MEX-5 binding = -1.1; GRK2 aptamer HTS = 0.0; Fam108B counter = -4.0; Bcl-xL primary = -1.8; AGP1 TOR yeast = 101.3; VLA-4 inh = 7.6; GLD-1 TGE inh = 7.3; CIT2 TOR yeast = 106.2
O=C(COC(=O)C1(c2cccc(F)c2)CCCC1)NCc1cccs1 is entered as MCL1 BIM primary = 3.7; MEX-5 binding = -1.5; GRK2 aptamer HTS = 1.0; Fam108B counter = 2.4; Bcl-xL primary = 6.4; AGP1 TOR yeast = 93.4; VLA-4 inh = 5.4; GLD-1 TGE inh = 0.2; CIT2 TOR yeast = 91.7

(further entries)
SMILES | MCL1 BIM primary | MEX-5 binding | GRK2 aptamer HTS | Fam108B counter | Bcl-xL primary | AGP1 TOR yeast | VLA-4 inh | GLD-1 TGE inh | CIT2 TOR yeast
Cc1ccc(C(=O)OCC(=O)NCCc2ccccc2)cc1C | -1.5 | nt | 0.0 | nt | 0.9 | 106.0 | 15.0 | -0.8 | 85.1
CC(=O)C(C)n1cnc2scc(-c3ccc(C)cc3)c2c1=O (stereo unspecified) | -3.0 | -3.5 | 1.0 | 9.0 | 4.1 | 106.8 | -3.7 | -3.8 | 100.6
CCOC(=O)CSC1=N/C(=C\c2ccc(OC)c(OC)c2)C(=O)N1C | -4.2 | -1.4 | 1.0 | -5.3 | 2.3 | 95.6 | 8.4 | 5.1 | 94.6
Cc1cc(CN2C(=O)c3ccccc3C2=O)cc(N2CCOCC2)c1 | 5.0 | 3.3 | 1.0 | 1.6 | 5.5 | 97.2 | 5.2 | 8.3 | 87.2
C#CCOCCOCCOCCNc1nc(N2CCN(C(=O)C([C@@H](C)CC)n3cc(C(N)Cc4ccc(O)cc4)nn3)CC2)nc(N2CCN(C(=O)[C@H](CCC(=O)O)n3cc(C(N)CC(C)C)nn3)CC2)n1 (stereo partly specified) | 1.4 | -0.1 | nt | 6.0 | -0.5 | nt | nt | -2.0 | nt
Cc1cc(C)c(OCC(=O)OCC(=O)NC2CCCCCCC2)c(C)c1 | 3.5 | 1.9 | 0.0 | 0.3 | 4.8 | 104.8 | 3.4 | 0.3 | 101.0
O=C(Oc1ccc2ccc(=O)oc2c1)c1ccccc1 | 4.1 | 1.0 | 0.0 | -1.4 | 0.2 | 97.5 | -4.6 | 7.0 | 92.5
Cn1c(N)c(C(=O)COC(=O)c2cccc(S(=O)(=O)NCc3ccccc3)c2)c(=O)n(C)c1=O | nt | nt | 0.0 | nt | nt | 100.6 | -12.3 | 1.1 | 114.2
CCCCCN(C(=O)CCC(=O)OCCOc1ccccc1)c1c(N)n(CCCC)c(=O)[nH]c1=O | 0.3 | 0.8 | 4.0 | -2.4 | -1.8 | 111.3 | 15.7 | -2.8 | 89.1
CCc1ccc2[nH]c(O)c(N=NC3=NC(=O)CS3)c2c1 | 8.1 | -18.1 | 0.0 | 17.0 | 6.8 | 105.3 | 12.4 | 10.7 | 102.8
COCCn1nnnc1C(c1ccccc1)N1CCN(Cc2ccc3c(c2)OCO3)CC1 (stereo unspecified) | 1.6 | 0.4 | 3.0 | -4.0 | 4.4 | 98.6 | 11.2 | 0.9 | 111.1
Cc1ccc(C(=O)OC(C)C(=O)Nc2ccc(S(N)(=O)=O)cc2)cc1S(=O)(=O)N1CCOCC1 (stereo unspecified) | -5.5 | -2.9 | 4.0 | 1.9 | -6.0 | 99.1 | -5.0 | 5.0 | 98.5
O=C(N/N=C/c1ccc(O)c(Br)c1)c1cc2c(ccc3ccccc32)o1 | nt | nt | 3.0 | nt | nt | 92.6 | -1.4 | nt | 89.9
O=C(CSc1ncn[nH]1)NC1CC2CCC1C2 (stereo unspecified) | 7.4 | 1.4 | 0.0 | -4.6 | 1.5 | 99.7 | 2.4 | 0.0 | 95.1
CC[N+](CC)(CC)C/C=C/CN1CCCCC1 | -5.4 | -0.9 | 0.0 | 8.1 | -1.9 | 97.5 | 14.4 | 10.0 | 102.5
CC1(C)NC(C)(C)/C(=C\c2cccs2)C(=O)C1=O | 4.1 | -2.8 | 2.0 | -0.6 | 7.5 | 87.8 | 16.6 | 3.1 | 97.3
CC1CC(NC2=NCCS2)CC(C)(C)C1 (stereo unspecified) | 2.6 | -0.3 | 2.0 | -0.2 | -0.4 | 112.7 | -5.4 | 4.9 | 103.8
Cc1cc(Cl)c2oc(C(=O)NCCN3CCOC3=O)c(C)c2c1 | 0.9 | 3.4 | 0.0 | 1.6 | 3.0 | 107.8 | -7.5 | 8.6 | 97.8
CC(O)c1nc2ccccc2n1CC(=O)N1CCN(c2ccccc2)CC1 (stereo unspecified) | 2.6 | 1.6 | 0.0 | 3.6 | -6.0 | 90.4 | -10.0 | 3.9 | 95.3
COC(=O)c1ccccc1NCC(=O)c1ccc(OC)cc1 | -16.7 | -0.8 | 6.0 | -6.5 | -13.4 | 88.2 | 6.6 | -14.1 | 99.2
Cc1ccc(C(=O)N2C3=C(CCCC3)C(=O)NC23CCCCC3)cc1 | -1.4 | -0.5 | 1.0 | 2.0 | 2.1 | 93.1 | -1.8 | 8.8 | 94.9
Cc1nn(Cc2ccccc2)c(C)c1C(=O)NCCN1C(=O)S/C(=C\c2ccccc2)C1=O | -1.4 | 0.6 | 2.0 | -5.5 | 2.9 | 99.9 | 1.6 | 4.5 | 104.1
COc1ccccc1Oc1ccc(S(=O)(=O)N2CCN(C)CC2)cc1 | 5.2 | -1.7 | 0.0 | -2.9 | 7.0 | 67.9 | 10.5 | 3.4 | 87.9
CCn1c(N2CCN(C(=O)c3ccco3)CC2)nc2ccccc21 | -1.2 | -1.1 | 1.0 | -1.7 | 2.9 | 107.5 | 4.7 | 5.7 | 105.2
C=CCNC(=O)C1CCN(S(=O)(=O)CC)CC1 | 1.5 | -0.7 | 0.0 | 6.1 | -1.4 | 105.0 | 17.2 | -6.9 | 104.3
Cc1ccc(S(=O)(=O)Nc2nc(C)cc(NN)n2)cc1 | 5.2 | 8.7 | 3.0 | 1.9 | 1.8 | 103.5 | -0.2 | 3.9 | 114.1
O=C(CN1C(=O)NC2(CCCC2)C1=O)OCc1ccccc1 | 1.8 | nt | 0.0 | nt | -3.8 | 88.9 | 8.5 | 4.1 | 87.6
COc1ccc(C(=O)Nc2ccc(S(=O)(=O)N3CCOCC3)cc2)cc1OC | 5.5 | 1.6 | 0.0 | -0.7 | 5.9 | 99.9 | 9.0 | -0.7 | 91.6
CCOC(=O)c1c(NC(=O)CSc2nnc(-c3ccncc3)n2Cc2ccco2)sc(C)c1C | 4.5 | -0.6 | 1.0 | 1.3 | 0.6 | 96.5 | 2.0 | 10.8 | 101.7
O=C(CC1C(=O)NCCN1Cc1cccc(Oc2ccccc2)c1)NCCc1cnccn1 (stereo unspecified) | 14.8 | -1.7 | 2.0 | 1.4 | 16.9 | 96.8 | 1.2 | 10.9 | 91.6
CC1(C)Oc2ccc3ccc(=O)oc3c2/C(=C/N)C1=O | -6.5 | 0.3 | 0.0 | 2.0 | 0.8 | 96.9 | -0.6 | 4.3 | 108.8
Nc1[nH]nc2c1NN(c1ccc(Cl)cc1Cl)N2 | 12.7 | 2.0 | 0.0 | 8.4 | 5.7 | 115.0 | 2.2 | 4.4 | 101.0
Cc1nn(Cc2ccccc2Cl)c(C)c1NC(=O)CSc1n[nH]c(C)c1[N+](=O)[O-] | 8.3 | -3.7 | 1.0 | 0.8 | 1.4 | 96.2 | 15.2 | 0.8 | 94.1
